Assay outcomes: PubChem BioAssay, National Center for Advancing Translational Sciences (NCATS)
GLP1R cytotox: qHTS of GLP-1 Receptor Inverse Agonists: Cytotox Screen; 0.13% of 410,000 active; HEK293 cAMP-luciferase reporter cells, luminescence, 24 h; Potency, µM (highest dose often 38.3 µM), for the others: at the top dose activity change, negative = inhibition, actives largely listed as inhibitors;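 note: loss of luciferase light is scored as toxicity; potency is the fitted concentration of half-maximal effect; % is set by controls: 0 for no effect and ±100 for the full control effect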
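A 23 nL compound transfer followed 12 hours of cell culture at 37 deg C; exposure then lasted 24 hr. Luciferase assay detection reagent was dispensed and plates read for luminescence after a 12 min room-temperature wait.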
D3 ag: qHTS of D3 Dopamine Receptor Agonist: qHTS | D(3) dopamine receptor (Homo sapiens), P35462 | D3R DiscoveRx beta-arrestin cells, luminescence, 90 min | max activation, % | 0.58% of 410,000 active | AID 652048, 2013; in the data active = max activation above about 30%; note: 0% is about no effect; mostly tested at two doses, the higher about 12 µM
Target sequence (P35462 whole entry, looked up): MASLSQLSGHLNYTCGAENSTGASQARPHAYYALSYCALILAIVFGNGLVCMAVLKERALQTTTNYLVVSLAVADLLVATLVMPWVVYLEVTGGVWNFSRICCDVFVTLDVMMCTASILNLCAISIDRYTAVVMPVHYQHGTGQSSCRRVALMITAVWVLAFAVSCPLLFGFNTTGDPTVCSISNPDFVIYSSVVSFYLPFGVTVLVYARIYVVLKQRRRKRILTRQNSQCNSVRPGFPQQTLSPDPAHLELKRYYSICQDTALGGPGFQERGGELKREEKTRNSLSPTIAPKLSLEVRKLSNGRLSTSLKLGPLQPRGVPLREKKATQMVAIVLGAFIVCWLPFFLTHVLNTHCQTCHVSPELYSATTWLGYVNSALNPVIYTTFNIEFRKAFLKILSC
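Agonist-mode cell screen: cells plated at 1500/well and incubated overnight at 37 °C, then exposed to library compounds for 90 min at 37 °C. Detection reagent was added for 30–60 min at room temperature, and luminescence was read.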
GLP1R inv ag: qHTS of GLP-1 Receptor Inverse Agonists (Inhibition Mode) | Glucagon-like peptide 1 receptor (Homo sapiens), P43220 | HEK293 GLP-1R CRE-luciferase, luminescence, 24 h; GLP-1R form is constitutively active | Potency, µM (top dose mostly 38.3 µM), inactives show top-dose activity change, negative = inhibition, most hits filed as inhibitors | 1.6% of 410,000 active | AID 624417, 2012; note: potency is the fitted concentration of half-maximal effect; % is set by controls: 0 for no effect and ±100 for the full control effect; nearly all actives have a fitted effect of over 55% in size
Target sequence (P43220 whole entry, looked up): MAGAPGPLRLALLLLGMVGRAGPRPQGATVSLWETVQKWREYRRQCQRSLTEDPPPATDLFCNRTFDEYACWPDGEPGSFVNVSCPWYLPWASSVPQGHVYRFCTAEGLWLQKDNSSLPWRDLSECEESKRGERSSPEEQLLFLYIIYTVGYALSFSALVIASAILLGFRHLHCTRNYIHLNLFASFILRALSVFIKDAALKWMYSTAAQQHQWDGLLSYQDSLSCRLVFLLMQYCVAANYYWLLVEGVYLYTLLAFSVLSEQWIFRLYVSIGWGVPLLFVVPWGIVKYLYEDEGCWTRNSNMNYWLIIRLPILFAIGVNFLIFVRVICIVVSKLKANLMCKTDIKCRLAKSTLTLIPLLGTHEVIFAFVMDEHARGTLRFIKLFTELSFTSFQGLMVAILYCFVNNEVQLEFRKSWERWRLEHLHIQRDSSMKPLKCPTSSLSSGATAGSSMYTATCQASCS
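Luminescence readout: a drop in cAMP-driven luciferase signal flags inverse agonism at a constitutively active GLP-1R stably expressed in HEK293. Compound exposure lasted 24 hr at 37 deg C, 5% CO2.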
The depositor's hits bear a star; u = inconclusive; [ ] = remark or other dose. Unless noted, calls come from the whole dose curve; as a rule, active = well fitted curve in the direction sought with a large enough effect; inconclusive = small, poorly fitted or top-dose-only effect, or another doubt; inactive = no such curve, though single readings can be large; an effect the other way counts as inactive or inconclusive. The list is partial. The share of hits here may be higher or lower than overall.

SMILES	GLP1R cytotox	D3 ag	GLP1R inv ag
O=C(CSc1ccc2nc(-c3ccccc3)cn2n1)Nc1ccccc1C(F)(F)F	3%	2	11%
CCc1ccc2c(c1)NC(c1ccc(OC)cc1)=NC(c1ccncc1)=N2	0%	-14	-22%
COc1ccc(Cl)cc1NC(=O)Cn1ncc2c3ccccc3n(Cc3ccccc3)c2c1=O	0%	-14	-23%
COc1ccc(CCNc2nc3ccccc3c3nc(-c4cccc(C)c4)nn23)cc1OC	8%	18	1%
CN1C(=O)C2CCCCN2c2ccc(C(=O)NCc3ccccc3Br)cc21 (configuration not stated)	-6%	-15	u
Cc1cccc(-c2nc(SCC(=O)N3CCc4ccccc43)c3c(=O)n(C)c(=O)n(C)c3n2)c1	-2%	9	14%
Cc1cc(S(=O)(=O)Nc2cc3c(cc2Cl)n(C)c(=O)c(=O)n3C)ccc1F	5%	-7	-4%
COc1ccc(-c2noc(CSc3nnc(-c4ccccc4)n3-c3ccc(F)cc3)n2)c(OC)c1	-1%	-1	u
CC(=O)C1=C(c2ccc(C)cc2)N(C(C)=O)n2c(nnc2C2CCCCC2)S1	14%	8	2%
CC1CCN(S(=O)(=O)c2ccc3c(ccn3CCC(=O)NCc3ccc(N(C)C)cc3)c2)CC1	2%	-2	-25%
COCCNC(=O)CSc1nc(-c2ccccc2C)nc2c1c(=O)n(C)c(=O)n2C	3%	9	9%
COc1cc(NC(=O)CCCc2nnc3n(CC(C)C)c(=O)c4sccc4n23)cc(OC)c1	-5%	-5	-2%
CC(C)(C)OC(=O)N1CCC(c2c(C(=O)N3CCN(c4ccccn4)CC3)cnn2-c2ccc(F)cc2)CC1	29%	0	4%
CCc1cnc2c(c1SCC(=O)Nc1ccc(C)cc1C)c(=O)n(C)c(=O)n2C	1%	6	12%
CCOc1ccccc1NC(=O)c1c(NC(=O)Cc2ccc(OC)cc2)sc2c1CCC2	-15%	11	u
Cc1cccc(NC(=O)CSc2nc3c(c(=O)[nH]2)CN(Cc2ccc4c(c2)OCO4)CC3)c1C	-11%	9	4%
COc1cc(OC)c(NC(=O)Cn2ncn3c(cc4cc(C)ccc43)c2=O)cc1Cl	-5%	-3	10%
CCOC(=O)CNC(=O)Nc1cc(C(=O)NCc2ccccc2OC)ccc1N1CCCC1	3%	1	1%
CC(C)c1ccc(NC(=O)N2c3ccccc3Sc3ccccc32)cc1	12%	-4	-30%
Cc1noc(-c2ccc(N3CCCCC3)c([N+](=O)[O-])c2)n1	-4%	-4	3%
CCOc1ccc(Cn2c(CNS(=O)(=O)c3cccc(Cl)c3)nc3cccnc32)cc1	0%	9	-21%
Cc1ccc(OCCCn2c(CCNC(=O)C3CCCCC3)nc3ccccc32)c(C)c1	11%	-7	14%
Cc1ccc(C)c(NC(=O)c2cc(S(=O)(=O)N3CCc4ccccc4C3)ccc2F)c1	17%	-5	8%
CC(=O)Nc1ccc(NC(=O)C(Cc2ccccc2)N2Cc3ccccc3C2=O)cc1 (configuration not stated)	4%	-10	3%
CCOc1ccccc1CNC(=O)CCC(=O)N1CCSc2ccccc21	-4%	-4	u

Of the compounds above, five have fluorine:
SMILES	GLP1R cytotox	D3 ag	GLP1R inv ag
O=C(CSc1ccc2nc(-c3ccccc3)cn2n1)Nc1ccccc1C(F)(F)F	3%	2	11%
Cc1cc(S(=O)(=O)Nc2cc3c(cc2Cl)n(C)c(=O)c(=O)n3C)ccc1F	5%	-7	-4%
COc1ccc(-c2noc(CSc3nnc(-c4ccccc4)n3-c3ccc(F)cc3)n2)c(OC)c1	-1%	-1	u
CC(C)(C)OC(=O)N1CCC(c2c(C(=O)N3CCN(c4ccccn4)CC3)cnn2-c2ccc(F)cc2)CC1	29%	0	4%
Cc1ccc(C)c(NC(=O)c2cc(S(=O)(=O)N3CCc4ccccc4C3)ccc2F)c1	17%	-5	8%

Next section
SMILES	GLP1R cytotox	D3 ag	GLP1R inv ag
CC(=O)N1CCC2(CC1)OC(=O)C(C)=C2C(=O)NCc1ccccc1Cl	0%	2	6%
COc1ccc(NC(=O)CC2C(=O)N(c3cccc(OC)c3)C(=O)N2Cc2cccnc2)cc1 (configuration not stated)	-10%	6	11%
Cc1cccc(CC(=O)NC2CC(=O)N(c3ccccc3)C2)c1 (configuration not stated)	3%	1	9%
CC(C)CCSc1nc2c(c(=O)n(C)c(=O)n2C)n1Cc1ccccc1Cl	1%	6	14%
COc1ccc(C(=O)Nc2nnc(S(=O)(=O)N(CC(C)C)c3ccccc3)s2)cc1	1%	-32	-3%
CCOc1c(Cl)cc(C(=O)N(Cc2ccc(N(C)C)cc2)Cc2ccco2)cc1Cl	0%	-5	-11%
Cc1ccc(NC(=O)C2CCN(c3nn4cc(-c5ccc(C)cc5)nc4s3)CC2)cc1	5%	12	8%
CCN(CC)CCCNc1sc(S(=O)(=O)c2ccccc2)nc1S(=O)(=O)c1ccc(Cl)cc1	-6%	-16	-25%
Cc1ccc2nc(NCc3ccccc3)c3nnnn3c2c1	-8%	-10	8%
O=C(CCc1ccccc1)N(Cc1cccnc1)c1nc2c(F)cc(F)cc2s1	8%	-3	-12%
Cc1ccc(OCCn2c(-c3ccc(Cl)cc3)nc3ccccc3c2=O)c(C)c1	2%	-3	-1%
CCCCC(=O)Nc1ccc(OCc2cc(=O)n3ccc(C)cc3n2)cc1	-7%	8	11%
CCCCN(C)S(=O)(=O)c1cc(-c2nnc3c4ccccc4c(C)nn23)ccc1C	-1%	-16	40%[activator]
CCn1c(C(=O)N2CCC(C(=O)N3CCN(c4ccc(OC)cc4)CC3)CC2)cc2sccc21	0%	0	u
CCOc1ccccc1NC(=O)CN1C=NS(=O)(=O)c2ccccc21	-3%	-1	-10%
COc1ccc(CNC(=O)c2ccc3c(c2)N(Cc2ccccc2)C(=O)c2ccccc2S3(=O)=O)cc1	-1%	-3	-9%
Cc1cccc(N2CCN(C(=O)Cn3c(-c4cccs4)cc4ccccc43)CC2)c1C	-1%	5	u
COc1ccc(-c2nc(CSCC(=O)NCc3ccccc3Cl)c(C)o2)cc1OC	6%	0	12%
Cc1cc(C)c(/C=C/c2onc(C)c2S(=O)(=O)N2CCC(C(=O)Nc3ccc(Cl)cc3C)CC2)c(C)c1	3%	7	14%
CCOc1ccc(C(=O)NCc2ccc3c(c2)CCN3C(=O)c2ccccc2)cc1	1%	-10	u
Cc1ccc2c(c1)C(c1ccc(F)cc1)N(C(=O)COc1ccc(Cl)cc1Cl)CC(=O)N2 (configuration not stated)	-13%	6	u
Cc1cccc(NC(=O)Cn2cc(C(=O)c3ccco3)c3ccccc32)c1C	-11%	5	-26%
CC(=O)c1ccc(NC(=O)c2cccc(NC(=O)N3CCSc4ncccc43)c2)cc1	-10%	7	2%
COc1ccc(CNCc2ccc(C(=O)O)s2)cc1	-1%	5	1%
O=C(NCCN1CCN(c2cccc(Cl)c2)CC1)C1COc2ccccc2C1 (configuration not stated)	5%	-10	u

(list continues)
SMILES	GLP1R cytotox	D3 ag	GLP1R inv ag
CCOC(=O)N1CCN(C(=O)c2cnn(-c3cccc(C)c3)c2-n2cccc2)CC1	4%	6	0%
CSc1ccc(CNC(=O)c2ccccc2NC(=O)c2nsc3ccccc23)cc1	2%	-4	10%
CC1CCCN(c2ncnc3c2cnn3-c2ccc(F)cc2)C1 (configuration not stated)	-4%	3	8.9µM*
Cc1ccc(S(=O)(=O)N2CCCc3cc(NC(=O)c4ccccc4Cl)ccc32)cc1	0%	0	-15%
Cc1cc(C)cc(NC(=O)Nc2nnc(N(C)C3CCCCC3)s2)c1	4%	-9	11%
CCc1c(C)nc2nncn2c1Nc1ccc(Cl)cc1	1%	9	-11%
COc1ccc(Br)cc1CNC(=O)CCSCc1ccc(Cl)cc1	-7%	5	u
Cc1ccc(CNC(=O)Cn2ccn(-c3ccc(F)cc3)c(=O)c2=O)cc1	-10%	-2	-4%
CCOc1ccc(CNS(=O)(=O)c2ccc3c(c2)CC(C)N3C(C)=O)cc1OC (configuration not stated)	-6%	13	8%
Cc1ccc(C)c(Cn2c(=O)n(CCc3ccccc3)c(=O)c3c(C)c(C)sc32)c1	-5%	1	7%
CCOc1ccc(C(=O)Nc2ccc(S(=O)(=O)Nc3nc(C)cc(C)n3)cc2)cc1OC	7%	-5	22%
COc1ccccc1NC(=O)c1sc2nc(-c3cc4ccccc4oc3=O)[nH]c(=O)c2c1C	14%	-11	-6%
COc1ccc2[nH]cc(CCNC(=O)Nc3cccc(F)c3)c2c1	5%	8	u
COc1ccc(C)cc1NC(=O)c1oc2ccc(S(=O)(=O)N3CCOCC3)cc2c1C	27%	-17	10%
Cc1nc2nc(NC(=O)CC(C)C)[nH]n2c(=O)c1Cc1ccccc1	1%	-3	11%
CCCSc1nnc(NC(=O)c2cc(=O)c3ccccc3o2)s1	2%	-7	18%
O=C(Nc1ccc(Br)cc1F)C1CCN(c2nc3ccccc3[nH]2)CC1	2%	-6	-26%
Cc1cccc(CSc2ncc(Cl)c(C(=O)Nc3sc4c(c3C(N)=O)CCCC4)n2)c1	1%	-29	14%
CCOc1ccccc1NC(=O)c1cc(S(=O)(=O)NC2CCCC2)ccc1F	14%	5	6.3µM*
CCCN1CCN(CCCNC(=O)Cn2nc(C)n3c(cc4c(OC)cccc43)c2=O)CC1	-5%	-12	9%
Cc1ccc(C2=CC(c3ccc(Cl)cc3)n3nc(-c4ccc(C)cc4)nc3N2)cc1 (configuration not stated)	35%[activator]	-11	2.2µM*
CC(=O)N1c2ccc(S(=O)(=O)N3CCN(c4ccc(C)cc4C)CC3)cc2CC1C (configuration not stated)	-5%	-7	7%
CCOC(=O)c1oc2c(c1C)-c1nn(Cc3ccccc3Cl)cc1CC2	7%	-11	6%
Cc1ccc(CNC(=O)C2CCCN(Cc3nc(-c4cccc(C)c4)oc3C)C2)cc1 (configuration not stated)	-13%	-19	u
Cc1ccc(C(=O)Nc2nc3n(n2)C(c2ccccc2)C=C(c2ccccc2)N3)cc1 (configuration not stated)	196%[activator]	7	1%

Three compounds picked at random from the list so far, as already listed:
SMILES	GLP1R cytotox	D3 ag	GLP1R inv ag
CCOc1ccccc1NC(=O)c1cc(S(=O)(=O)NC2CCCC2)ccc1F	14%	5	6.3µM*
Cc1nc2nc(NC(=O)CC(C)C)[nH]n2c(=O)c1Cc1ccccc1	1%	-3	11%
CCOC(=O)c1oc2c(c1C)-c1nn(Cc3ccccc3Cl)cc1CC2	7%	-11	6%

Later entries
SMILES	GLP1R cytotox	D3 ag	GLP1R inv ag
Cc1ccc(C)c(N2CCN(C(=O)Cn3c(=O)c4cccn4c4ccc(F)cc43)CC2)c1	15%	-12	6%
CC1CCN(c2nn3c(=O)c(C(=O)NCCc4ccc(Cl)cc4)cnc3s2)CC1	1%	-7	7%
CCOc1ccccc1NC(=O)CSc1nc2c([nH]c3ccccc32)c(=O)n1-c1ccccc1	0%	-11	-4%
COc1cccc(/C=C/c2nc(C#N)c(N3CCCCC3)o2)c1	278%[activator]	0	u
COc1ccc(CNC(=O)C2CCN(S(=O)(=O)c3cccc4nonc34)CC2)cc1OC	4%	1	7%
CC(C)OC(=O)c1c(NC(=O)C2c3ccccc3Oc3ccccc32)sc2c1CCCC2	19%	15	-6%
COc1ccc(CNC(=O)c2nn(-c3ccccc3C)nc2CO)cc1	-5%	4	14%
Cc1ccc(-n2nnnc2CNC(=O)C(C)C)cc1C	-4%	15	5%
COc1cccc(CNC(=O)C2CCN(C(=O)c3cnn(-c4ccccc4)c3-n3cccc3)CC2)c1	-8%	1	-6%
Cc1ccc(NC(=O)CCCN2C(=O)COc3ccc(C)cc32)c(Cl)c1	-1%	-19	-24%
Cc1ccc2c(=O)cc(C(=O)Nc3cccc(C(F)(F)F)c3)oc2c1C	4%	10	3%
O=C(CSc1nnc(-c2cccs2)o1)Oc1ccc(Cl)cc1	1%	1	1%
CCCCOc1ccc(CNC(=O)C2CCN(c3nnc(-n4cccc4CNc4ccc(C)cc4)s3)CC2)cc1	-8%	0	u
O=C(Nc1ccc(NC(=O)c2ccc(Br)cc2)c(Cl)c1)c1ccc(Br)cc1	7%	5	8%
CCOc1ccccc1CNC(=O)c1ccc2nc(CCc3ccccc3)oc2c1	-16%	7	u
O=C(COc1ccccc1)Nc1ccccc1OCc1cc(=O)n2ccccc2n1	3%	2	-6%
Cc1ccc(Cl)cc1Nc1sc(C(=O)c2ccc(F)cc2)c(N)c1S(C)(=O)=O	-20%	-6	-10%
CC(C)Nc1nc2c(S(=O)(=O)c3cccc(Cl)c3)nnn2c2ccsc12	9%	-13	25%
CCCCOC(=O)c1ccc(NC(=O)/C(C#N)=C/c2ccc(C)o2)cc1	0%	3	6%
Cc1ccc(NC(=O)c2cc(-c3ccc(Br)s3)nc3ccccc23)cc1F	-1%	-14	14%
